# Source: PubChem (several laboratories)
# HIF activator – HIF pathway transcriptional activation; 0.32% of 300,000 active; activation, % at 7.5 µM (by protocol); U2OS HRE-luciferase reporter, luminescence; normalized: DMSO 0%, desferrioxamine 100%;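 active means mean activation of at least 10% of the iron chelator positive control signal, with at least half of replicates also reaching 10%; inconclusive means mean and replicate majority disagree about reaching 10%; inactive means mean and most replicates under 10%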
# IEC-6 cytotox – counter-screen for KLF5 inhibitors: cytotoxicity in IEC-6 cells; IEC-6 cytotoxicity, luminescence viability; inhibition, % at 5 µM; 0.78% of 290,000 active; AID 1825; in the data active means inhibition above about 22%;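 further: 0% = plate median of test compound wells and 100% = cytotoxic reference compound wells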
# HSP90 inh – inhibitors of HSP90 luciferase refolding in rabbit reticulocyte lysate. 0.91% of 290,000 active. luciferase refolding luminescence, 3 h. AID 1789. inhibition, % at 5.6 µM;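 active means inhibition above the screen-wide mean plus 3 SD, computed separately per campaign, cut at about 16% in these data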;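 further: 0% = DMSO wells and 100% = 60 µM geldanamycin wells; inhibitors lower the luminescence because luciferase stays unfolded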
# KLF5 inh – suppresses KLF5 promoter-driven expression; DLD-1 KLF5 promoter-luciferase reporter, luminescence; inhibition, % at 5 µM; 0.23% of 290,000 active; AID 1700;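 active means inhibition above a per-plate limit of that plate's mean compound inhibition plus 3 SD, cut at about 60% in these data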;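 further: 0% = DMSO wells and 100% = LY294002 at 200 µM; higher means less KLF5 promoter-driven luciferase light; inactives centre near -14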
# HSF-1 act – increases HSF-1 driven luciferase reporter signal | activation, % at 9 µM | NIH3T3-HGL HSF-1 luciferase reporter, MG132, 8 h; 100% = twice DMSO control signal | 1.7% of 300,000 active;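 active means mean replicate activation of at least 50% with a set share of replicates each reaching 50%; inconclusive means only one of those two conditions met; inactive means mean below 50% and too few replicates reaching it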;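 further: 0% = median of the neutral control wells and 100% = twice that signal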
# HSF1 inh – HSF1 inhibition | activity change, negative = inhibition, % at 7.5 µM (by protocol) | AID 2098 | 0.77% of 300,000 active | NIH3T3-HGL HSE-luciferase, MG132-induced, luminescence 8 h; stronger effect = lower value;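 active means more than half of replicate wells show activity change below -50%, luminescence cut by over half; inconclusive means some wells, but at most half, below -50%; inactive means no replicate well below -50%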;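 further: luciferase reports HSF-1 transcriptional activity via heat shock element; 0% = median of DMSO wells and -100% = zero luminescence signal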
# AI-2 QS modul – modulates the Vibrio harveyi AI-2 quorum sensing system. Vibrio harveyi JMH597 AI-2 luminescence/OD600 ratio, 9 h; stronger effect = lower value; strain lacks LuxN and CqsS sensors; 0 = neutral-control median. activity change, % at 7.5 µM. 0.4% of 300,000 active. AID 2094; in the data active means activity change below about -75%, passing the limit was not always enough; inconclusive means no clear call, values can overlap the other calls;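 further: luminescence divided by OD600 gain over 9 h not by final OD600 alone; inactives centre near 13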
# GSK3B inh – human GSK3beta kinase inhibition. GST-GSK3beta kinase, ADP-Glo luminescence, 60 min; stronger effect = lower value. 0.038% of 300,000 active. AID 2097. activity score (negative = inhibition), % at 10 µM;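 active means more than half of replicate wells score below -50%, meaning over 50% inhibition versus plate controls; inconclusive means some replicates but at most half score below -50%; inactive means no replicate scores below -50%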;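 further: 0% = median DMSO wells and -100% = median GW8510 positive control wells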
# Target sequence (P49841 whole entry, looked up): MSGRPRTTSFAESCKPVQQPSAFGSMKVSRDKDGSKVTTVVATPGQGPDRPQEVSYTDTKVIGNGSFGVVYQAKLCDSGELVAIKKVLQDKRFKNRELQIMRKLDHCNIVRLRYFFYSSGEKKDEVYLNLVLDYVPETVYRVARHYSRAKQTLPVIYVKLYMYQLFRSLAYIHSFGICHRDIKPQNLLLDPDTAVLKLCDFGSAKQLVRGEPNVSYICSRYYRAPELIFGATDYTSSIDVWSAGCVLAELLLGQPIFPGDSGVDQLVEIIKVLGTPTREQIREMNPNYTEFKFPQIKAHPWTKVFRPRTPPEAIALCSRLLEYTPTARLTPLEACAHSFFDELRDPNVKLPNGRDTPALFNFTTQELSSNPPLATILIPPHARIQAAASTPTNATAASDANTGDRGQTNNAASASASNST
#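 Test system – GST-tagged human GSK3beta kinase, cell-free · Incubation – 60 min enzyme reaction, room temperature · Signal – ADP-Glo luminescence · Also added – peptide substrate and ATP at 25 µM · Controls – DMSO neutral wells and GW8510 at 20 µM as positive · Buffer or medium – Tris/MgCl2 kinase buffer · Measure – Luminescence-derived activity versus plate DMSO and GW8510 wells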
# GSK3 alpha inh – human GSK-3 alpha kinase inhibition | ADP-Glo luminescence, 60 min | inhibition, % at 10 µM | 0.1% of 320,000 active;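 in the data active means inhibition above about 50%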;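 further: GST-tagged GSK-3 alpha with peptide substrate and 25 µM ATP; 0% = DMSO neutral wells and 100% = GW8510 positive control wells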
# Target sequence (P49840 whole entry, looked up): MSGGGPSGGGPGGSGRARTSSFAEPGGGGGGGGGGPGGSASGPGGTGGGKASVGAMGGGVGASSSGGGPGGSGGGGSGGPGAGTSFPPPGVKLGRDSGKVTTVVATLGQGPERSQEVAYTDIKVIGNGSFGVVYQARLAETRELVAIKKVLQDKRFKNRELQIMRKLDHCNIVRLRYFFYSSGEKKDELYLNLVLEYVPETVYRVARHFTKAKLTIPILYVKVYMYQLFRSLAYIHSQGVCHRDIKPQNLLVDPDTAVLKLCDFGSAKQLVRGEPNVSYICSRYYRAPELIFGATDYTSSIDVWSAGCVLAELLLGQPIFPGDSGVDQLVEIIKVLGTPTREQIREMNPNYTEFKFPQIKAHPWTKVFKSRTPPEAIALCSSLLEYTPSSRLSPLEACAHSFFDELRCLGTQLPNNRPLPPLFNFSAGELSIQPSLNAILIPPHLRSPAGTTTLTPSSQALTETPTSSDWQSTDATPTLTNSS
# aSyn UTR inh – 5' untranslated region of α-synuclein, MLPCN primary screen | 0.82% of 300,000 active | inhibition, % (tested at 7.5 µM) | alpha-synuclein 5'UTR reporter, inhibitor activity; in the data active means inhibition above about 60%; inconclusive means no clear call, values can overlap the other calls;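 further: H4 neuroglioblastoma cells stably carrying SNCA 5'UTR luciferase fusion; 0% = DMSO wells and 100% = positive control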
# Starred values were filed as active, the others as inactive; ? = inconclusive; . = not tested or not shown.
# Under each structure – HIF activator	IEC-6 cytotox	HSP90 inh	KLF5 inh	HSF-1 act	HSF1 inh	AI-2 QS modul	GSK3B inh	GSK3 alpha inh	aSyn UTR inh
COc1ccc(CN2C(=O)c3cccnc3C2=O)cc1S(=O)(=O)N1CCCC(C)C1 (stereo unspecified)
  0.8	-9	-4	-24	17	3	14	4	-2	12
Cc1cc(C)c(-c2csc(NC(=O)C3=NN(c4ccccc4)C(=O)CC3)n2)c(C)c1
  -0.2	0	2	-7	7	-16	32	-3	-2	-2
COc1cc(OC)cc(C(=O)NC(C)c2ccc(Br)cc2)c1 (stereo unspecified)
  -0.2	2	4	-7	16	0	26	0	-1	4
CCOC(=O)N1CCN(C(=O)c2ccc(CS(=O)Cc3ccccc3Cl)o2)CC1 (stereo unspecified)
  -0.2	5	-3	-1	-17	-1	1	3	-2	-21
COc1cc2ccccc2cc1C(=O)OCC(=O)N(CC(C)C)c1c(N)n(Cc2ccccc2)c(=O)[nH]c1=O
  -0.5	.	.	.	-1	0	29	1	-1	48
CCOC(=O)CN(C(=O)CNC(=O)c1ccco1)C(C(=O)NC1CCCCC1)c1cccc(OC)c1 (stereo unspecified)
  -2.0	.	.	.	14	-6	5	-2	-2	3
Cc1cc(NC(=S)N(Cc2cccc(Br)c2)CC2CCC(C(=O)O)CC2)ccc1Cl (stereo unspecified)
  0.4	2	4	2	4	-5	20	2	.	25
CC(C)(C)c1ccc(C2/C(=C(\O)c3ccc4c(c3)OCCO4)C(=O)C(=O)N2CCCN2CCOCC2)cc1 (stereo unspecified)
  -0.4	-6	0	-21	20	6	10	2	6	25
CCC(Oc1ccccc1OC)C(=O)Nc1ccc2c(c1)n(C)c(=O)n2C (stereo unspecified)
  -0.9	-1	2	-35	42	12	14	1	0	18
Cc1ccc(NC(=O)N/C=C/c2ccc(Cl)cc2)cc1
  1.1	-1	-2	6	19	-3	3	-1	-1	-94
CC(=O)Nc1ccc(N2C(=O)c3ccc(C(=O)Nc4nnc(SCc5ccc(F)cc5)s4)cc3C2=O)cc1
  0.3	-6	1	-16	-4	-6	30	1	-3	5
O=C(CSc1nnc(NC(=O)c2ccccc2Cl)s1)Nc1ccc2c(c1)oc1ccccc12
  1.1	-1	-7	-49	-7	-7	44	3	0	-144
CSc1nnc(NC(=O)c2nc(S(=O)(=O)Cc3ccc(C)cc3)ncc2Cl)s1
  -3.1	55*	4	20	-59	?	28	-2	-9	-16
CNC(=O)COC(=O)CCC(=O)c1ccc(Cl)cc1
  0.0	3	0	-14	-6	0	6	0	0	14
Cc1ccc(Cn2nnc3c(=O)[nH]c(C4CCCN(S(=O)(=O)c5ccccc5)C4)nc32)cc1 (stereo unspecified)
  0.1	-7	3	-22	9	8	21	2	-1	28
Cc1ccc(N(Cc2ccccc2)C(=O)c2cccc(S(=O)(=O)N3CCOCC3)c2)cc1
  1.6	.	.	.	-5	2	19	0	-1	1
Cc1oc(-c2ccccc2Cl)nc1CSc1nc2c(c(=O)[nH]1)CCC2
  0.0	-4	0	-4	4	-1	13	0	-1	21
CCN1C(=O)CSc2ccc(C(=O)NCCCN3CCOCC3)cc21
  -0.5	5	-2	-7	-6	-7	12	0	2	5
N#CCCN(C(=O)c1ccc2c(=O)n3c(nc2c1)CCCCC3)c1ccccc1
  0.4	-1	-4	13	-9	2	17	-1	0	-6
CCn1cc(CN2CCC(n3nccc3NC(=O)c3cccc(F)c3)CC2)c(C)n1
  0.9	1	-4	-11	2	-5	18	1	0	-48
COc1c(C)cc(Br)cc1C(=O)Nc1ccc(C)cc1[N+](=O)[O-]
  0.8	2	0	-4	-3	-4	18	4	0	1
CCOC(=O)C1CCN(C(=O)c2ccccc2NS(=O)(=O)c2cc(C)ccc2C)CC1
  0.4	-5	4	-29	6	0	0	1	-1	11
COc1ccc(CN2C(=O)c3cccnc3C2=O)cc1S(=O)(=O)NC1CCCCC1
  0.1	-3	0	-18	2	-1	1	3	-2	29
CCCCN(CC)CCNC(=O)CCC(=O)Nc1ccc2nc(N3CCN(C)CC3)cc(C)c2c1
  0.2	-1	2	-26	0	-3	22	1	-2	-5
COCCCNC(=O)c1ccc(CSCc2ccc(C)cc2)o1
  -0.7	7	1	1	-7	-1	11	1	1	-1
CC(C)OP(=O)(OC(C)C)C(O)c1ccc2c(c1)OCO2 (stereo unspecified)
  -0.8	2	3	-34	-19	-5	21	-1	-3	30
O=C1N(c2ccc(Cl)cc2)C(c2ccc(Cl)cc2)N2CCCN12 (stereo unspecified)
  0.0	2	-3	-4	-11	7	-1	0	3	2
CCc1ccc(NC(=O)CSc2nc3ccccc3c(=O)n2CCCN2CCC(C)CC2)cc1
  0.6	0	3	-34	-9	-2	2	-4	2	-43
Cc1cccc(NC(=S)N2CCN(Cc3ccccc3)CC2)c1C
  -0.7	-2	9	-12	2	-7	-3	-7	-2	25
O=C(NCCCN1CCCC1=O)c1ccc2c(c1)NC(=O)C(N1CCOCC1)S2 (stereo unspecified)
  -0.2	-1	1	-9	-8	-5	27	1	.	5
CC1SC(c2ccc(F)cc2)NC1=O (stereo unspecified)
  -0.2	6	-1	-8	19	4	-12	2	-2	-15
Cc1cc(CNC(=O)CC2C(=O)NCCN2Cc2ccccc2C(F)(F)F)nn1C (stereo unspecified)
  -0.1	-4	0	-14	0	-4	3	11	.	-11
COc1ccc(S(=O)(=O)N/N=c2\oc3c(OC)cccc3cc2S(=O)(=O)c2ccc(C)cc2)cc1OC
  -1.6	4	2	-9	86*	59	27	2	1	4
OCC1(CCc2ccccc2)CCN(Cc2c(F)ccc(F)c2F)CC1
  -0.2	0	-1	-27	11	-3	13	3	-1	2
CC(OC(=O)/C=C/c1ccccc1)C(=O)N1CCc2ccccc21 (stereo unspecified)
  -0.1	.	.	.	1	-4	16	-1	0	-15
Cc1ccc(C(=O)Nc2ccc(C(=O)O)cc2NC(=O)c2ccc(C)cc2)cc1
  -23	-3	60*	-62	-55	-51*	.	.	6	-52
COc1cc(C(=O)Nc2ccc3c(c2)OCCO3)ccc1-n1cnnn1
  0.0	0	-1	-40	-16	-8	0	0	-2	2
CCN(CC)CCCNC(=O)c1cc2c(-c3ccc(Cl)cc3)nn(C)c2s1
  .	14	1	-14	3	-2	20	-4	8	-39
Cc1cccc(N(CC(=O)N2CCCCCC2)S(C)(=O)=O)c1C
  -1.3	1	7	-42	-3	4	2	7	-3	-7
Cc1c(Cl)ccc2c1NC(=O)[C@]21N[C@@H](CCC(N)=O)[C@H]2C(=O)N(c3ccc(F)cc3)C(=O)[C@H]21
  1.2	7	4	-3	-2	2	42	2	-3	2
CC1=C(C(=O)OCc2ccccc2)C(/C=C/c2ccccc2)NC(=S)N1 (stereo unspecified)
  0.0	0	0	-25	36	10	-3	1	1	10
CCOc1ccc(C(Nc2ccc(C)cc2)P2(=O)OCCC(C)O2)cc1 (stereo unspecified)
  -0.5	0	2	11	-5	-4	0	-5	0	-3
COc1ccccc1-c1nnc(NC(=O)Cc2ccccc2)o1
  -0.4	1	0	-13	5	3	34	4	-2	1
O=C(CCNC(=O)c1ccccc1Cl)NN1C(=O)NC2(CCCCC2)C1=O
  -2.2	.	.	.	-8	0	10	3	-1	6
O=C(Cc1ccccc1)NCCCc1ccccc1
  -0.2	2	3	-7	9	1	20	1	-4	-10
O=S(=O)(c1ccc(Cl)cc1)N1CCN(C(=S)Nc2ccc(F)c(Cl)c2)CC1
  -0.5	2	0	-44	7	10	21	1	-2	22
CC1(CCc2ccccc2)NC(=S)N(c2ccc(Cl)cc2)N1 (stereo unspecified)
  -0.2	-1	-3	-10	-1	-2	-3	-5	-5	-1
CCOc1ccc(CN2CCNC(=O)C2CC(=O)NCc2csc(C(C)C)n2)cc1 (stereo unspecified)
  -3.3	-1	-3	2	6	-1	18	4	.	-1
COc1cccc(C2=CC(c3ccc(OC)c(OC)c3)NC(=S)N2)c1 (stereo unspecified)
  -0.8	-3	-2	-17	5	2	-1	1	-3	16
CC(OC(=O)CCCN=C1NS(=O)(=O)c2ccccc21)C(=O)N(C)c1ccccc1 (stereo unspecified)
  -5.5	.	.	.	3	1	-13	-2	0	-3
CCOP(=O)(OCC)/C(C#N)=C/c1cc(OC)ccc1OC
  -37	-3	2	-14	6	-2	7	-2	-1	-23
NC(=O)C1CCN(C(=O)/C=C/c2ccco2)CC1
  0.2	-10	-2	-39	14	-1	15	2	-2	9

# Molecules shown so far that have fluorine:
# Under each structure – HIF activator	IEC-6 cytotox	HSP90 inh	KLF5 inh	HSF-1 act	HSF1 inh	AI-2 QS modul	GSK3B inh	GSK3 alpha inh	aSyn UTR inh
CC(=O)Nc1ccc(N2C(=O)c3ccc(C(=O)Nc4nnc(SCc5ccc(F)cc5)s4)cc3C2=O)cc1
  0.3	-6	1	-16	-4	-6	30	1	-3	5
CCn1cc(CN2CCC(n3nccc3NC(=O)c3cccc(F)c3)CC2)c(C)n1
  0.9	1	-4	-11	2	-5	18	1	0	-48
CC1SC(c2ccc(F)cc2)NC1=O (stereo unspecified)
  -0.2	6	-1	-8	19	4	-12	2	-2	-15
Cc1cc(CNC(=O)CC2C(=O)NCCN2Cc2ccccc2C(F)(F)F)nn1C (stereo unspecified)
  -0.1	-4	0	-14	0	-4	3	11	.	-11
OCC1(CCc2ccccc2)CCN(Cc2c(F)ccc(F)c2F)CC1
  -0.2	0	-1	-27	11	-3	13	3	-1	2
Cc1c(Cl)ccc2c1NC(=O)[C@]21N[C@@H](CCC(N)=O)[C@H]2C(=O)N(c3ccc(F)cc3)C(=O)[C@H]21
  1.2	7	4	-3	-2	2	42	2	-3	2
O=S(=O)(c1ccc(Cl)cc1)N1CCN(C(=S)Nc2ccc(F)c(Cl)c2)CC1
  -0.5	2	0	-44	7	10	21	1	-2	22
